Compound activity: PubChem BioAssay, several laboratories
T cell HTS: T cell immune modulation candidate; 2C CD8+ T cell-vesicle binding, flow cytometry; hits give low values; calls only at 7 µM; hit rate 0.068% among 330,000; AID 2052;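 active = response, share of CD8 T cells binding vesicles, and their 90th percentile fluorescence all below set limits, cut at about 80% in these data, passing the limit was not always enough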
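material = purified 2C TCR transgenic mouse naive CD8+ T cells | controls = Unloaded micro-vesicles (low), QL9 vesicles with 0.7% DMSO (high) | detection = cytometric PE anti-B7-1 and Alexa647 anti-CD8 signals after 1% paraformaldehyde fixation | incubation = binding step 1.5 h, 37 °C, antibody labelling 20 min, ice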
MT stabilizer: microtubule stabilization, imaging screen. % tubulin-high responders, % at 10 µM. hit rate 0.83% among 200,000. HeLa tubulin immunostaining HCS, 24 h; share of cells brighter than vehicle mean+2SD;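 active = plate Z-score above 3 for both tubulin-high and condensed-nucleus cell shares, with cell loss under 80%, at 10 µM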;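 note: anti alpha tubulin signal scored within the nucleus-defined area of each cell; some results filed as inactive read as strong as hits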
bCat nuc transl: alters nuclear translocation of beta-catenin in HeLa cells | immunofluorescence imaging | nuclear translocation activity, % at 5 µM | hit rate 0.3% among 190,000;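 active = nuclear translocation activity above 50% at 5 µM, with a well cell count of 50 or more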;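 note: per-cell ratio of nuclear to cytoplasmic median beta-catenin stain intensity; plate controls were DMSO negative control for no effect and GSK-3 inhibitor IX positive control for full effect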
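System: Human HeLa cells, endogenous beta-catenin | Compound dosing: 5 µM primary, 0.02–20 µM confirmation | Timing: 24 h compound exposure at 37°C, 5% CO2 | Measured by: Fluorescence imaging of beta-catenin antibody stain plus DAPI | Read-out basis: % activation of per-cell nuclear versus cytoplasmic median beta-catenin signal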
PMI inhibitors: inhibitors of human PMI, primary screen, biochemical, fluorescence intensity, coupled assay (AID 1209) | purified PMI enzyme, coupled fluorescence intensity; higher % means a stronger effect | inhibition, % at 20 µM; hits with a dose series show IC50 in µM | hit rate 0.42% among 190,000;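 note: plate controls were DMSO vehicle for no effect and wells lacking substrate for full effect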
Autophagy HCS: alters autophagy in cells | MEF GFP-LC3 puncta imaging; test concentration mostly 10 µM | hit rate 0.98% among 190,000 | calls only at 10 µM (by protocol);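 active = percentage of spot-positive cells more than 3 SD above its plate mean, without a fluorescence outlier flag or 80% toxicity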;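 note: spot-positive cell cutoff set from DMSO-treated cells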
Hep lipid drop: modulators of hepatic lipid droplet formation | hit rate 0.4% among 240,000 | AML12 mouse hepatocytes, oleate lipid droplets, BODIPY imaging | inhibition, % at 6.5 µM | AID 1656;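 active = lipid droplet intensity inhibited by at least 50%, with more than 500 cells counted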
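Material – mouse AML12 hepatocyte cell line, fixed after treatment · Compound dosing – one dose, 6.5 µM compound · Times – compound with oleate, overnight · Measured by – Image-based BODIPY and DAPI two-channel analysis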
TNAP activation fold: stimulation of alkaline phosphatase TNAP activity – biochemical, luminescent, no phosphate acceptor, uHTS, primary screen (AID 1001). hit rate 0.03% among 200,000. one-dose activation fold at 20 µM; EC50 in µM for titrated hits. purified TNAP, luminescent activation assay, no phosphate acceptor; higher activation fold means a stronger effect; in the data active = activation fold from about 3, or a potency from the dose series; inactive = the rest, 99 in 100 with activation fold below about 1.6; note: many of its hits are not listed in these tables
PMI inhibition: MPI inhibition at elevated mannose 6-phosphate – biochemical, fluorescence intensity, high mannose 6-phosphate, primary screen (AID 1220) | inhibition, % at 20 µM, or IC50 in µM where a hit was titrated | hit rate 0.66% among 190,000 | recombinant PMI enzyme, coupled fluorescence intensity; higher % means a stronger effect
Insulin prom up: MIN6 insulin promoter up-regulation. hit rate 0.3% among 190,000. MIN6 insulin promoter-GFP reporter, high-content imaging; hits give high values. z-score at 5 µM;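 active = z-score above 3 at 5 µM with at least 500 cells counted in the well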
Insulin prom up cell count: second read-out of Insulin prom up, no call of its own (marks repeat the call); cell count; measured here: cytotoxicity, nuclei count;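 total cells summed across four imaged fields per well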
Hep lipid drop cells 6.5 µM: second read-out of Hep lipid drop, no call of its own (marks repeat the call); cell count; measured here: cell count, cytotoxicity flag;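 cells counted across two imaged fields per well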
bCat nuc transl cell count 5 µM: also measured in bCat nuc transl; calls as there; cell count; measured here: cell count, cytotoxicity flag
T cell HTS vesicle-bound %: further read-out of T cell HTS, marked with its call; double positive events, %; measured here: CD8+ vesicle-bound cell fraction;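 binding gate set so that unloaded-vesicle control wells show 10% double positive cells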
MT stabilizer Hoechst-high %: also measured in MT stabilizer; calls as there; % Hoechst-high responders; measured here: nuclear condensation Hoechst responders;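 share of cells brighter than vehicle mean plus two SD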
MT stabilizer cytotoxicity %: further read-out of MT stabilizer, marked with its call; toxicity, %; measured here: cytotoxicity by cell density;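 0% = mean cell density of plate MIN control wells and 100% = no cells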
Autophagy HCS cell loss 18 h: also measured in Autophagy HCS; calls as there; toxicity, %; measured here: cell loss, nuclei count;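 cell loss after 18 h compound exposure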
The depositor's hits bear a star; i = inactive; / = no result given; + = active, no number. Cut-off read from the data, not from the text of the source, unless noted: active = inhibition above about 50%; inactive = the rest.

SMILES	T cell HTS	T cell HTS vesicle-bound %	MT stabilizer	MT stabilizer Hoechst-high %	MT stabilizer cytotoxicity %	bCat nuc transl	bCat nuc transl cell count 5 µM	PMI inhibitors	Autophagy HCS	Autophagy HCS cell loss 18 h	Hep lipid drop	Hep lipid drop cells 6.5 µM	TNAP activation fold	PMI inhibition	Insulin prom up	Insulin prom up cell count
Cc1ccc(CNC(=O)c2ccc3c(c2)NC(=O)C(N2CCOCC2)S3)cc1 (stereo not given)	i	7.5	3.2	1.3	12.8	-3.4	1107	-2.3%	i	-5.8	-0.5	724	1.1	-4.4%	-0.38	1479
O=C(Nc1ccc2c(c1)OCO2)c1cc(C2CC2)on1	i	26.5	4.4	3.1	0.4	1.8	1007	19.4%	i	-7.7	-38.1	683	1	17.2%	2.06	1846
Cc1cccc(NC(=S)NC(=O)/C=C/c2ccco2)c1	i	51.4	22.1*	24.0*	76.9*	52.2*	493*	-1.8%	+	12.2*	-4.3	697	1	1.4%	1.23	1363
Cc1ccc(-c2cc(C(F)F)nc(NCc3cccnc3)n2)cc1	i	40.9	3.0	3.8	22.1	-2.1	1228	15.3%	i	-5.3	4.9	712	1.1	22.0%	-1.88	770
COc1ccccc1NC(=O)CN1C(=O)CCS(=O)(=O)c2ccccc21	i	57.3	2.7	1.2	7.2	-4.2	555	4.6%	i	-2.7	-7.0	722	1.1	33.8%	/	/
CC1=CC(c2ccccc2)n2nc(N3C(=O)C4CC=CCC4C3=O)nc2N1 (stereo not given)	i	41.8	4.2	1.2	1.0	-0.5	691	-6.7%	i	-40.6	/	/	0.9	-12.0%	-0.2	719
O=C(C1CCCO1)N1CCC(O)(c2ccccc2)CC1 (stereo not given)	i	26.4	5.4	2.5	9.4	2.8	692	1.5%	i	5.6	/	/	1.1	1.5%	-0.51	1108
N#Cc1ccc(-n2c(-c3ccccc3)nnc2-c2ccccc2)cc1C#N	i	39.1	3.5	2.2	5.7	2.3	1007	9.6%	i	-3.1	-4.7	741	1	10.7%	/	/
O=S1(=O)N=C(Nc2ccc(O)c(CN3CCCCC3)c2)c2ccccc21	i	32.1	5.6	3.0	7.9	-1.6	935	-6.3%	i	3.0	/	/	1.1	-8.7%	1.27	1149
O=C(Nc1ccccc1O)c1nc(Cl)ccc1Cl	i	51.0	2.6	2.4	13.6	-1.7	1174	9.4%	i	-5.3	-15.8	705	1	19.5%	1.15	1268
CC(C)Oc1ccc(NC(N)=O)cc1	i	17.9	2.2	1.7	2.2	-0.8	1195	8.6%	i	9.3	/	/	1.2	3.0%	0.36	1061
CC(=O)c1ccc(S(=O)(=O)Nc2ccc(C(=O)NCC(c3ccccc3)N(C)C)cc2)cc1 (stereo not given)	i	33.6	1.9	1.4	4.0	-0.8	1039	-5.2%	i	1.3	-3.9	535	1.1	-1.9%	0.34	1176
O=c1cc(CSc2nnc(COc3cccc4ccccc34)o2)c2ccccc2[nH]1	i	36.8	/	/	/	0.1	1223	/	/	/	-1.0	665	/	/	0.98	925
Nn1c(SC/C=C/c2ccccc2)nnc1-c1cccnc1	i	19.5	5.0	1.0	4.8	-2.7	1075	-7.6%	i	9.1	-1.0	799	1	-12.8%	0.88	766
Cc1sc2ncn3c(C)nnc3c2c1C	i	7.7	2.5	1.9	14.7	0.3	1124	6.1%	i	-12.2	/	/	1.1	5.3%	1.3	961
COc1cccc(S(=O)(=O)N2CCN(C(=O)c3ccco3)CC2)c1	i	22.3	3.6	1.1	3.1	0.8	1510	-0.6%	i	-1.7	11.7	725	1.1	-4.3%	0.27	1436
Cc1cccc(-n2cnc(C(=O)O)c2)n1	i	49.5	2.9	2.7	5.2	-1.3	1060	-10.8%	i	42.2	-8.3	622	1.1	-2.7%	-0.22	1301
O=C(Nc1nnc(C2CC2)s1)c1ccco1	i	56.8	2.8	2.1	4.8	0.6	1025	-3.7%	i	4.0	0.6	703	1	6.3%	0.45	1363
N#CCC(=O)N/N=C/c1cc([N+](=O)[O-])ccc1N1CCCC1	i	53.0	2.2	3.0	13.3	-0.2	1083	0.4%	i	-0.9	-1.6	742	0.9	-2.8%	-0.47	1262
S=c1[nH]nc(-c2ccco2)n1C1CCCCC1	i	44.6	2.7	2.9	7.3	-2.5	1155	18.7%	i	9.1	-11.4	453	1	5.2%	1.2	1547
COc1ccc(CNC(=O)C/C(C)=N/NC(=O)c2ccc([N+](=O)[O-])cc2Cl)cc1	i	28.7	4.4	2.1	9.2	2.8	442	-6.9%	i	6.2	-5.1	716	1	-4.8%	/	/
O=C(COc1ccc(F)cc1)c1c(O)cc(O)cc1O	i	29.7	/	/	/	1.3	1383	/	/	/	0.0	711	/	/	0.17	1130
CCCOc1ccc(CSC2=NCCN2)cc1[N+](=O)[O-]	i	47.9	3.3	2.6	4.3	-2.9	1384	0.1%	i	11.6	/	/	1.1	-2.4%	-0.84	1430
O=C(O)c1cccc(CSc2nc(-c3ccccc3)cc(C(F)(F)F)n2)c1	i	60.8	4.0	2.6	2.3	-1.5	597	2.8%	i	-3.4	11.8	659	1.1	29.8%	0.01	1340
CCCCCCNC(=O)N[C@@H](C(=O)NCCC[C@H]1CN2C(=NC[C@@H]2Cc2ccccc2)N1CCc1cccc(OC)c1)C(C)C	i	7.1	/	/	/	1.0	1359	/	/	/	17.5	694	/	/	-1.23	1078
CCN1CCN(CC(=O)Nc2cc(C(F)(F)F)ccc2OCCOC)CC1	i	8.8	/	/	/	-0.5	1370	/	/	/	4.5	685	/	/	-0.62	1073
Cc1ccc(S(=O)(=O)N(C)C)cc1NC(=O)c1ccncc1	i	42.0	5.1	2.1	10.9	-2.6	1024	7.6%	i	-5.5	2.3	678	1	-5.7%	0.26	1551
COc1ccc(Cl)cc1NC(=O)Cn1cccc1	i	18.4	4.5	2.9	10.5	-6.0	861	5.2%	i	4.1	/	/	1.1	2.0%	1.99	1481
c1ccc(CSc2ncccn2)cc1	i	45.5	0.7	1.6	4.0	-0.7	1060	13.9%	i	-2.3	-5.1	674	1.1	10.4%	0.66	1801
Nc1cc(Cl)ccc1Oc1ccccc1	i	35.5	6.3	3.6	6.2	1.9	1316	-1.0%	i	9.4	/	/	1.1	-2.5%	0.26	1655
CCc1nc2c(c(=O)c3ccccc3n2C)c(=O)n1-c1ccc(F)cc1	i	47.4	8.9	2.1	8.3	-0.5	1050	14.0%	i	8.7	-1.3	691	1.1	12.6%	1.85	1363
O=C(Cn1ncc(N2CCOCC2)c(Cl)c1=O)c1ccc(Cl)cc1	i	0.5	5.2	3.6	6.4	-2.2	1088	7.3%	i	4.0	-1.9	659	1.1	4.5%	-0.04	1787
O=C(NC1CCCCC1)N1CCc2ccccc2C1	i	30.9	1.4	2.1	5.2	-3.6	1180	2.6%	i	2.3	-2.9	693	1.1	0.8%	-0.44	1752
Cc1cc(C(=O)NC(=S)Nc2ccccc2N2CCOCC2)ccc1[N+](=O)[O-]	i	25.1	5.1	2.2	4.5	-2.2	487	12.1%	i	5.1	21.4	649	1	11.4%	-0.25	1344
O=C(NCc1cccnc1)c1cccn2c(=O)c3sccc3nc12	i	31.5	3.2	1.8	5.3	1.1	1307	2.9%	i	-10.9	/	/	1.1	-0.3%	-0.46	1739
COC(=O)c1ccc(CN2CCN(C3CCCC3)C(CCO)C2)cc1 (stereo not given)	i	65.3	2.4	2.0	7.6	1.6	962	4.8%	i	0.9	-1.1	715	1.1	-2.7%	-0.5	1461
Cc1c(NC(=O)OCCNC(=O)COc2ccc(Cl)cc2Cl)sc(=S)n1C	i	53.2	5.9	3.4	4.3	2.0	1047	15.7%	i	44.4	-3.0	680	1.1	6.5%	0.11	1476
COC(=O)COc1ccc(S(=O)(=O)N2CCN(c3ccccc3F)CC2)cc1C	i	10.5	2.7	0.9	9.6	0.2	1049	18.5%	i	-4.8	18.5	687	1	15.3%	0.03	2091
Cc1ccc(-c2nc(SCC(=O)Nc3ccccc3OC(F)F)c3c(C)c(C(=O)O)sc3n2)cc1	i	28.3	/	/	/	0.4	1187	/	/	/	0.2	647	/	/	0.85	1093
CCOC(=O)N1CCN(C(=O)c2ccc3c(c2)ncn3C2CCCC2)CC1	i	7.1	5.5	1.7	6.0	-2.5	1414	0.3%	i	3.3	/	/	1.1	1.4%	0.11	1538
O=C(C1=C[C@H](C2CCCCC2)C[C@H](OCCCCO)O1)N1CCN(Cc2ccc3c(c2)OCO3)CC1	i	25.1	3.1	0.9	6.4	-0.6	1249	12.7%	i	26.7	-11.9	730	1.1	3.1%	-0.77	1378
COc1cccc(N(C(=O)CS(=O)CC(=O)Nc2ccc(F)cc2)C(C(=O)NC2CCCCC2)c2cccs2)c1 (stereo not given)	i	5.8	1.8	1.0	7.4	-1.8	1122	13.1%	i	-0.2	-10.8	667	1	6.9%	1.01	1445
O=C(Nc1cccc(Cl)c1)OCc1ccccn1	i	56.0	5.4	2.6	9.8	-9.8	992	3.7%	i	15.2	/	/	1.1	0.4%	-0.2	1114

One compound at a time, as listed above.
`O=C(Cn1ncc(N2CCOCC2)c(Cl)c1=O)c1ccc(Cl)cc1` is listed with T cell HTS: i; T cell HTS vesicle-bound %: 0.5; MT stabilizer: 5.2; MT stabilizer Hoechst-high %: 3.6; MT stabilizer cytotoxicity %: 6.4; bCat nuc transl: -2.2; bCat nuc transl cell count 5 µM: 1088; PMI inhibitors: 7.3%; Autophagy HCS: i; Autophagy HCS cell loss 18 h: 4.0; Hep lipid drop: -1.9; Hep lipid drop cells 6.5 µM: 659; TNAP activation fold: 1.1; PMI inhibition: 4.5%; Insulin prom up: -0.04; Insulin prom up cell count: 1787
`O=C(C1=C[C@H](C2CCCCC2)C[C@H](OCCCCO)O1)N1CCN(Cc2ccc3c(c2)OCO3)CC1` is listed with T cell HTS: i; T cell HTS vesicle-bound %: 25.1; MT stabilizer: 3.1; MT stabilizer Hoechst-high %: 0.9; MT stabilizer cytotoxicity %: 6.4; bCat nuc transl: -0.6; bCat nuc transl cell count 5 µM: 1249; PMI inhibitors: 12.7%; Autophagy HCS: i; Autophagy HCS cell loss 18 h: 26.7; Hep lipid drop: -11.9; Hep lipid drop cells 6.5 µM: 730; TNAP activation fold: 1.1; PMI inhibition: 3.1%; Insulin prom up: -0.77; Insulin prom up cell count: 1378
